Compound activity: PubChem, several laboratories
bIAP activator – intestinal alkaline phosphatase (bovine) activation; AID 1016; hit rate 0.17% among 200,000; activation factor at 20 µM; purified bovine IAP, CDP-star luminescence, 30 min; hits give high values; fold of DMSO-control signal, blank-subtracted;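 active means activation factor of 2 or more at 20 µM, a signal rise over negative controls twice the positive control's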
TR-FRET SRC-2 ct – counter-screen for PPARgamma SRC-2 recruitment agonists: TR-FRET artefact | TR-FRET ratio at 8 µM | hits give high values | hit rate 0.4% among 200,000; in the data active means TR-FRET ratio above about 2000; further: inactives centre near 1500; reference of the scale not given here
S1P3 antagonist – blocks the human S1P3 receptor | Q99500 | hit rate 0.27% among 170,000 | AID 485 | inhibition, % at 4.98 µM | CHO S1P3 NFAT-BLA reporter, FRET fluorescence, antagonist mode;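 active means inhibition above the plate cutoff, the mean inhibition of test wells on that plate plus 3 SD, cut at about 28% in these data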;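 further: cells challenged with S1P at its EC80 of 0.8 µM; blue over green emission ratio from cleaved BLA substrate after 4 h stimulation; 0% = S1P-stimulated wells and 100% = unstimulated DMSO-only wells; some compounds past the cut are filed as inactive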
PPARg SRC-2 ag – agonists of SRC-2 recruitment by human PPARgamma; PPARgamma LBD-SRC-2 recruitment, biochemical; AID 1032; activation, % at 8 µM; hit rate 0.34% among 200,000; P37231; in the data active means activation above about 22%;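 further: 0% = vehicle and 100% = reference agonist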
Target sequence (P37231 whole entry, looked up, the tested form may be a part): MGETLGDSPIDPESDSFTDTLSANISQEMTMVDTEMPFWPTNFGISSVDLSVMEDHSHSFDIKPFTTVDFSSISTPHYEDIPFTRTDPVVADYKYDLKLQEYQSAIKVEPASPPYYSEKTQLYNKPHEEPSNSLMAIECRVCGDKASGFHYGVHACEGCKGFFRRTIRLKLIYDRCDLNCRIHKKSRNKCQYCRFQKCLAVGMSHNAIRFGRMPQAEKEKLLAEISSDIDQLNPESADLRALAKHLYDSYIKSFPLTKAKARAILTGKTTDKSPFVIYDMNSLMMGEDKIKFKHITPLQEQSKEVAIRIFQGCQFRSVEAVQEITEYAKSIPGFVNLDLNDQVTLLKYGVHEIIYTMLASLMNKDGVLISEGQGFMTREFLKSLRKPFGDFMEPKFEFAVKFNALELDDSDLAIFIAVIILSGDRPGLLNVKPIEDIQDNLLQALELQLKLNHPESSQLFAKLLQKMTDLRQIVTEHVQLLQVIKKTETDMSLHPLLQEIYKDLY
Redox H2O2 prof – compounds producing H2O2 with reducing agent – biochemical, NIH compound library profiling, artefact control for MLSCN library redox annotation, primary screen. DTT-dependent redox cycling H2O2, phenol red/HRP absorbance; 100% = 100 µM peroxide control, 0% = buffer. hit rate 0.03% among 200,000. activation, % at 10 µM. AID 878;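 active means activation of at least 50% relative to the plate's high and low controls in the primary single-dose screen; inactive means activation below 50%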;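 further: compound incubated with DTT at 0.8 mM final as the reducing agent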
ROMK primary – modulators of human ROMK potassium channel; hit rate 2% among 130,000; P48048; AID 1918; Tet-inducible ROMK, thallium flux fluorescence; actives lie on both sides; B-score at 10 µM;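 active means signal ratio slope over the read window, or its plate-corrected B-score, at least 3 SD from the plate mean, either direction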;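 further: B-score of the F/F0 ratio slope over 7 to 12 s after thallium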
Target sequence (P48048 whole entry, looked up): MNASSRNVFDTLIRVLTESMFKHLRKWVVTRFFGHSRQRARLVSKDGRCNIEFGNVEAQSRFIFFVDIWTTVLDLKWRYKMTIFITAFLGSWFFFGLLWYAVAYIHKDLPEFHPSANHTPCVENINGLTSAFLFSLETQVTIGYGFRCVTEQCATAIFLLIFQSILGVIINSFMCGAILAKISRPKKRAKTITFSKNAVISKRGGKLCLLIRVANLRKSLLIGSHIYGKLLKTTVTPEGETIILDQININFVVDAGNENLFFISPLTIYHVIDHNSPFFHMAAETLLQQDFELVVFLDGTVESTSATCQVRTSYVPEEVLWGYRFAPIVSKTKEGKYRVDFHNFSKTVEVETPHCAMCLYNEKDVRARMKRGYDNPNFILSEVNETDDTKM
TLR4-MyD88 BLA – TLR4-MyD88 interaction inhibition in cells; hit rate 0.18% among 200,000; inhibition, % at 8.4 µM; O00206+Q99836; HeLa CL3-4 TLR4/MyD88 BLA complementation, FRET ratio; in the data active means inhibition above about 25%;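 further: 0% = vehicle and 100% = reference inhibitor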
PPARg SRC-1 ag – PPARgamma-driven SRC-1 recruitment agonism; P37231; PPARgamma-SRC-1 coactivator recruitment biochemical assay; activation, % at 8 µM; hit rate 0.41% among 200,000; in the data active means activation above about 19%;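 further: 0% = DMSO and 100% = reference agonist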
L major viab – reduces viability of Leishmania major promastigotes. AID 1063. inhibition, % at 10 µM. resazurin fluorescence viability. hit rate 9% among 200,000; in the data active means inhibition above about 50%;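 further: promastigotes grown with compound for 44 hours at 28 °C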
bIAP inhibitor – intestinal alkaline phosphatase (bovine) inhibition. purified bovine IAP, CDP-star luminescence, 30 min. 190,000 tested, under 10 active. AID 1019. inhibition, % at 20 µM;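 active means over 50% inhibition of intestinal alkaline phosphatase at 20 µM in the single-dose screen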
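System: Purified bovine intestinal alkaline phosphatase (IAP) enzyme | Input: IAP diluted 1/65,000,000 in the well | Also added: CDP-star chemiluminescent phosphatase substrate, 30 µM final | Dosing: 20 µM single dose | Times: Enzyme reaction for 30 min at room temperature | Detection: Luminescence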
PPARg SRC3 recr – agonists of human PPARgamma SRC-3 coactivator recruitment | biochemical PPARgamma/SRC-3 coactivator recruitment assay | P37231 | hit rate 0.26% among 200,000 | activation, % at 8 µM; in the data active means activation above about 23%;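 further: 0% = DMSO and 100% = reference agonist; some compounds past the cut are filed as inactive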
An asterisk follows results filed as active; · = not tested or not shown.

SMILES | bIAP activator | TR-FRET SRC-2 ct | S1P3 antagonist | PPARg SRC-2 ag | Redox H2O2 prof | ROMK primary | TLR4-MyD88 BLA | PPARg SRC-1 ag | L major viab | bIAP inhibitor | PPARg SRC3 recr
O=C(N/N=C/c1cccc([N+](=O)[O-])c1)c1cccc2cc[nH]c12 | 1.1 | 1468 | -3 | 2 | -0.8 | 0.18 | -7 | 0 | -2 | -13 | 5
CCOC(=O)c1ccc(N2C(=O)CC(C3CCCO3)C2=O)cc1 (stereo not given) | 0.9 | 1463 | -40 | 1 | 0.1 | · | -6 | 1 | -5 | 9 | 2
CCOC(=O)CC1C(=O)NCCN1S(=O)(=O)c1ccc(C)cc1 (stereo not given) | 1.2 | 1652 | -8 | 13 | -1.1 | 0.85 | 1 | 9 | -7 | -22 | 1
Nc1c(S(=O)(=O)c2cccc(Cl)c2)c2nc3ccccc3nc2n1CCN1CCOCC1 | 0.8 | 1720 | -16 | -10 | 1.6 | 0.036 | -2 | 4 | 29 | 22 | -5
Cc1ccc(N(CC(=O)NCC2CCCO2)S(C)(=O)=O)cc1Cl (stereo not given) | 1 | 1595 | -11 | 8 | 0.4 | · | 18 | 1 | -2 | 0 | 2
O=C(NNc1cccc(Cl)n1)c1c(F)cccc1F | 1 | 1564 | 2 | -8 | -0.2 | 0.034 | 5 | -9 | -3 | -1 | 4
CCCCCCCC(=O)N/N=C(/C)c1c(O)cc(C)oc1=O | 1 | 1631 | · | 1 | -2.8 | · | 0 | 1 | 7 | 1 | -7
C=CCC1(CC=C)CCCN1C(=O)CC1C(=O)NCCN1Cc1ccccc1OC (stereo not given) | 1.1 | 1418 | -10 | -3 | -1.1 | · | -6 | -1 | 2 | -6 | 1
CCOc1ccc(CC(=O)Nc2cc(=O)n(C)c(=O)n2C)cc1 | 1.1 | 1342 | -5 | -4 | -1.3 | 1.9 | -7 | -2 | -2 | -15 | 2
C=CCn1c(SCC(=O)Nc2cccc3ccccc23)nc(O)c(CC)c1=O | 1.1 | 1519 | · | 0 | 0.3 | 2.6 | -5 | -1 | 0 | -5 | 4
O=C1c2ccccc2C(=O)N1Cc1nc(-c2ccncc2)no1 | 1.1 | 1524 | -24 | 7 | 0.0 | 1.8 | 2 | 3 | -5 | -8 | 3
Cc1csc(NC(=O)c2ccc3c(=O)n4c(nc3c2)CCCCC4)n1 | 1 | 1534 | -3 | 1 | 0.2 | 0.082 | -7 | -6 | 10 | 1 | -2
CC(C)CCNC(=O)NC(=O)COC(=O)/C=C/c1cnc2ccccc2n1 | 1 | 2705* | · | 64* | 0.0 | 0.23 | -4 | 10 | -5 | -4 | 1
COc1ccc(-c2nnc(SC(=O)N3c4ccccc4Sc4ccccc43)o2)cc1 | 0.9 | 1757 | 7 | 18 | -1.1 | · | 10 | 14 | 84* | 6 | 4
CCc1nnc(NC(=O)c2cccc(S(=O)(=O)N(C)c3ccc(OC)cc3)c2)s1 | 1 | 1422 | -12 | -4 | -1.8 | -2.7 | -8 | 6 | 0 | 2 | -3
CCCCCCN1C=CC(=C2C(=O)c3ccccc3C2=O)C=C1 | 1 | 1491 | -16 | 11 | 1.0 | -0.39 | 0 | 4 | 11 | 5 | 5
CCN(CC)C(=O)C1CCCN(c2ccc([N+](=O)[O-])cc2/C=N/NC(=O)c2cccc(O)c2)C1 (stereo not given) | 0.9 | 1578 | · | 3 | -0.1 | -0.14 | -10 | -1 | 1 | 10 | 2
CCOC(=O)CSc1cc(C)nc2ccc(OC)cc12 | 1 | 1659 | -2 | 10 | 1.3 | 0.12 | 3 | 6 | 16 | 0 | 3
c1ccc(N2CCN(c3nc(-c4cccs4)nc4ccccc34)CC2)cc1 | 1 | 1643 | 6 | 3 | 1.3 | · | 5 | 0 | 16 | 1 | 2
OC(CC1CC12c1ccccc1-c1ncccc12)(c1ccccc1)c1ccccc1 (stereo not given) | 0.9 | 1748 | · | 1 | 1.6 | · | -6 | -1 | 69* | 8 | 2
CCNc1nc(Cl)nc(N(NC(C)=O)C(C)CC)n1 (stereo not given) | 1 | 1585 | · | 0 | 0.2 | 0.35 | -9 | 1 | -4 | 4 | 0
O=C(NCCC1=CCCCC1)c1coc(=O)c(Br)c1 | 0.9 | 1963 | · | 11 | -5.0 | · | -7 | 5 | -4 | 7 | 12
O=C(NCc1cccnc1)C1CCN(S(=O)(=O)N2CCC3(CC2)OCCO3)CC1 | 1 | 1605 | -21 | 10 | 1.3 | · | 0 | 1 | -6 | -1 | 5
Cc1nc2ccc(C(=O)NCc3ccc4c(c3)OCO4)cc2s1 | 1.2 | 1672 | -10 | 15 | 1.1 | · | -12 | 9 | -4 | -20 | 4
CC(=O)Nc1ccc2c(c1)nc1n2CCOC1 | 1 | 1469 | · | -1 | 0.1 | -0.55 | 13 | 2 | -5 | -1 | -2

Sorted by value in TLR4-MyD88 BLA (largest number first): 4 of the compounds above
structure	TLR4-MyD88 BLA
Cc1ccc(N(CC(=O)NCC2CCCO2)S(C)(=O)=O)cc1Cl (stereo not given)	18
Nc1c(S(=O)(=O)c2cccc(Cl)c2)c2nc3ccccc3nc2n1CCN1CCOCC1	-2
C=CCn1c(SCC(=O)Nc2cccc3ccccc23)nc(O)c(CC)c1=O	-5
O=C(NCCC1=CCCCC1)c1coc(=O)c(Br)c1	-7

Following part.
SMILES | bIAP activator | TR-FRET SRC-2 ct | S1P3 antagonist | PPARg SRC-2 ag | Redox H2O2 prof | ROMK primary | TLR4-MyD88 BLA | PPARg SRC-1 ag | L major viab | bIAP inhibitor | PPARg SRC3 recr
CC1(C)CC(=O)C=C(NNC(=O)c2ccccc2)C1 | 1 | 1619 | 8 | 3 | -0.5 | 0.82 | -14 | 1 | -3 | 1 | 0
COc1ccc(-n2c(SC3CCOC3=O)nc3ccccc3c2=O)cc1Cl (stereo not given) | 1.1 | 1483 | -4 | 7 | -0.1 | -0.17 | -15 | 16 | 0 | -5 | 0
Cc1cccc(C(=O)Nc2ccc(NC(=O)Cc3ccc(Cl)cc3)cc2)c1 | 0.9 | 1654 | -12 | 5 | 1.0 | 0.29 | 7 | -2 | -8 | 12 | -1
CCCCCCOc1ccc(-c2ccc(C#N)cn2)cc1 | 0.4 | 1392 | · | -4 | 2.3 | · | 1 | -2 | -6 | · | -17
COc1ccc(Nc2ccc3nnc(-c4ccc(Br)cc4)n3n2)cc1 | 0.9 | 1520 | · | -6 | -3.7 | · | -11 | 2 | -4 | 6 | 0
CC1CCCN(c2ccc(C(=O)OCC(=O)N3c4ccccc4Sc4ccccc43)cc2[N+](=O)[O-])C1 (stereo not given) | 0.9 | 1592 | 8 | -4 | 1.2 | · | 3 | -3 | 13 | 8 | -1
CN1Cc2cccc3c2C(Cc2ccccc2S3)C1 (stereo not given) | 0.9 | 1544 | 10 | 1 | 0.2 | · | 5 | 6 | 57* | 13 | 0
Cc1c(O)ccc(C(=O)CN2CCN(Cc3ccc4c(c3)OCO4)CC2)c1O | 1 | 1564 | 10 | 0 | -0.2 | 0.21 | 2 | 7 | 34 | 3 | 3
Cc1c(C)n(CCC#N)c2ccc(Cl)cc12 | 1 | 1479 | 13 | 4 | 0.0 | -0.78 | -7 | -4 | -5 | 0 | 3
COC(=O)c1c(-c2ccc(OC)c(OC)c2)csc1N | 1 | 1586 | -28 | 6 | 0.6 | · | 0 | 1 | -7 | -4 | 6
CC(C)C(c1nnnn1C1CCCCC1)N1CCCc2ccccc21 (stereo not given) | 0.9 | 1515 | · | -7 | -0.1 | -0.9 | 2 | -4 | 1 | 13 | 6
COc1ccc(CC(=O)NNC(=O)c2ccoc2C)cc1OC | 0.9 | 1503 | · | -3 | 2.0 | · | 6 | -6 | -4 | 7 | -1
Cn1cnc2ccc([N+](=O)[O-])cc2c1=O | 1 | 1745 | -6 | 8 | -0.7 | -0.0043 | 0 | 4 | -9 | -2 | 4
CCOC(=O)C1CCN(C(=O)c2sc3ncnc(N4CCC(C)CC4)c3c2C)CC1 | 0.9 | 1577 | · | 5 | -5.2 | · | 8 | 10 | 3 | 14 | 4
CCN1C(=O)N(C)C2(c3ccccc3)N(C)C(=O)N(C)C12c1ccccc1 (stereo not given) | 0.9 | 1490 | -3 | 1 | 3.6 | · | -5 | -2 | -6 | 9 | 0
CCOC(=O)N1CCC(NC(=S)Nc2ccc3nc(N4CCN(CC)CC4)cc(C)c3c2)CC1 | 1.1 | 1536 | -4 | 3 | -1.9 | 0.42 | 0 | 2 | 30 | -13 | 5
Cn1ccnc1Sc1nnnn1-c1ccccc1 | 0.9 | 1827 | -3 | -4 | -0.5 | 1.1 | -15 | 2 | -6 | 5 | -1
Cc1ccc(CCNC(=O)CN2CCN(Cc3ccccc3F)C2=O)cc1 | 1.1 | 1389 | · | -6 | 0.3 | 0.66 | 7 | -6 | 1 | -11 | -5
Cc1ccc(OCCCC(=O)Nc2ccc(Br)cc2)cc1 | 0.7 | 1418 | · | -4 | -0.6 | · | 2 | 1 | -7 | 34 | -5
CC(=O)N1CCN(Cc2nc(C(c3ccccc3)c3ccccc3)no2)CC1 | 1 | 1431 | -25 | 1 | -0.8 | 0.73 | -8 | -4 | -1 | -1 | 0
S=c1[nH]c2ccccc2o1 | 1 | 1697 | -28 | 6 | -0.3 | 0.054 | 7 | 7 | -3 | -2 | 4
CC1(C)CC(=O)C2=C(C1)N(c1ccccc1)C(N)=C(C#N)C2c1cccnc1 (stereo not given) | 1 | 1478 | 0 | -5 | -0.3 | -0.35 | 1 | 2 | 29 | -4 | 1
O=C(CN1C(=O)NC2(CCCCC2)C1=O)NCc1cccs1 | 1 | 1595 | -10 | -2 | -0.4 | -0.17 | 0 | 6 | -2 | -2 | -1
CCCOc1c(OC)cccc1C1CC(=O)Nc2cc(OC)c(OC)c(OC)c21 (stereo not given) | 0.9 | 1540 | -18 | 7 | 0.4 | 1.7 | 14 | 1 | 4 | 5 | 0
Cc1ccccc1-n1c(SCC(=O)Nc2ccc3c(c2)OCO3)nnc1-c1ccccn1 | 1 | 1651 | · | 8 | 0.1 | -0.82 | -8 | 8 | 10 | 2 | 7
COc1ccccc1OCc1nnc(SCC(=O)NCc2ccco2)n1-c1ccccc1 | 1 | 1378 | · | -4 | 0.5 | -0.44 | -2 | 6 | 4 | 1 | -1
Cc1ccc(C2=NN3C(C2)c2ccccc2OC32C(=O)Nc3ccccc32)cc1 (stereo not given) | 1 | 1661 | · | 6 | 3.8 | · | -13 | 10 | 100* | -2 | 5
O=C1CCCCCC1C1(O)C(=O)Nc2ccccc21 (stereo not given) | 0.8 | 1353 | 8 | -8 | 2.0 | · | 13 | 2 | -2 | 16 | -6

Full records, quoted from the list.
Listed for Cc1ccccc1-n1c(SCC(=O)Nc2ccc3c(c2)OCO3)nnc1-c1ccccn1 = bIAP activator: 1; TR-FRET SRC-2 ct: 1651; S1P3 antagonist: ·; PPARg SRC-2 ag: 8; Redox H2O2 prof: 0.1; ROMK primary: -0.82; TLR4-MyD88 BLA: -8; PPARg SRC-1 ag: 8; L major viab: 10; bIAP inhibitor: 2; PPARg SRC3 recr: 7
Listed for CCOC(=O)N1CCC(NC(=S)Nc2ccc3nc(N4CCN(CC)CC4)cc(C)c3c2)CC1 = bIAP activator: 1.1; TR-FRET SRC-2 ct: 1536; S1P3 antagonist: -4; PPARg SRC-2 ag: 3; Redox H2O2 prof: -1.9; ROMK primary: 0.42; TLR4-MyD88 BLA: 0; PPARg SRC-1 ag: 2; L major viab: 30; bIAP inhibitor: -13; PPARg SRC3 recr: 5
